EP2 mod – modulators of human EP2 prostaglandin E2 receptor; EP2-expressing cells, cAMP HTRF FRET, PGE2 co-stimulation; induction, % at 25 µM; 260,000 tested, 0.83% active; AID 940;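 active = compounds whose cAMP rise, as percent of the full-agonist control response, exceeds 60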;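 also: rat C6 glioma line stably carrying human EP2 under a CMV promoter; the protocol text gives 20 µM as final concentration; 100% = response of wells given 1 µM PGE2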
Target sequence (P43116 whole entry, looked up): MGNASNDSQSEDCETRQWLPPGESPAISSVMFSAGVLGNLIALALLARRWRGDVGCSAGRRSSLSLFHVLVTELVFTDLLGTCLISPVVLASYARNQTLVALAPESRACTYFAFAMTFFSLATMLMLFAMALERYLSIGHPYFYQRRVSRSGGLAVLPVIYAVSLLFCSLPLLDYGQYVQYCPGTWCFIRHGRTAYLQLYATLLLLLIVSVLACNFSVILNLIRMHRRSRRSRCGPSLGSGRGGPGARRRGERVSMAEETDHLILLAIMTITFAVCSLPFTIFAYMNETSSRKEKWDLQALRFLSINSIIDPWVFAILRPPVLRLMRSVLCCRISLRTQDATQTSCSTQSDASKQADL
EP2 antag – EP2 receptor (human) inhibition; P43116; C6 glioma cells expressing human EP2, cAMP TR-FRET; cells stimulated with saturating PGE2; inhibition, % at 25 µM; 260,000 tested, 0.52% active; AID 1422;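 active = percent inhibition above 40 after rounding to a whole number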;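 also: rat C6 glioma host cells with rolipram phosphodiesterase inhibitor present; the protocol text gives 20 µM as final concentration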
An asterisk follows results filed as active. An excerpt; rates above refer to the full screens.

Structure | EP2 antag | EP2 mod
CCn1c(=O)n(CC)c2cc(NC(=O)CCN3Cc4ccccc4C3=O)ccc21 | 8.6 | -49.0
CCn1c(Cc2ccccc2)nnc1SCC(=O)Nc1sc(C)c(C)c1C#N | 9.4 | -12.5
CCC(CN1CCN(C)CC1)NC(=O)Cc1sc(C)nc1-c1cc(C)ccc1C (centres undefined) | 9.7 | -20.1
CCN1CCC(C(=O)NC2CCCC2)(N(Cc2cccs2)C(=O)Cn2nnc3ccccc32)CC1 | 11.3 | -35.0
Cc1nn(CC(=O)NC(C)(C)C)c(=O)c2cc3occc3n12 | 8.6 | -10.7
CCOc1ccccc1NC(=O)c1sc(NC(=O)C(C)C)c(C(=O)OC)c1C | 9.5 | 13.9
COc1cc(C)c(-c2csc(NC(=O)c3cnc(SC)nc3)n2)cc1C | 6.8 | -11.3
CCCOC(=O)CN1CCC2(CC1)NC(=O)c1ccccc1O2 | 7.5 | -12.8
COc1ccc(C(=O)c2c(N)sc3c2CCCC3)cc1OC | 8.4 | -15.7
CCOc1cc(C(=O)Nc2ccc(N3CCN(C)CC3)cc2)cc(OCC)c1OCC | 11.5 | -31.0
O=C(NC1CC1)c1cc2sccc2n1Cc1ccc(F)cc1 | 6.7 | -11.7
CCc1nc(N2CCOCC2)ncc1C(=O)NC(C)c1ccc2c(c1)CCC2 (centres undefined) | 13.3 | -43.1
CCC(=O)N1CCCc2cc(C(O)CN3CCC(O)(c4cccc(C)c4)CC3)ccc21 (centres undefined) | 3.0 | -28.6
COc1ccc(N2CCN(C(=O)CSc3nnc(-c4cccc(F)c4)o3)CC2)cc1 | 8.2 | -7.5
CCOC(=O)c1c(NC(=O)CSc2n[nH]c(-c3ccccc3O)n2)sc(C)c1C | 8.4 | -41.2
COC(=O)COC(=O)Cc1c(C)n(C(=O)c2ccc(Cl)cc2)c2ccc(OC)cc12 | 7.5 | -13.1
CCN1CCCC1CN(Cc1ccccn1)Cc1ccccc1O (centres undefined) | -1.2 | -23.8
CCOc1cc(NC(=O)c2ccccn2)c(OCC)cc1NC(=O)c1ccc(Cl)cc1 | 9.4 | -26.4
O=C(CN1CCN(Cc2ccccc2)CC1)Nc1ccc2c(c1)OCO2 | 10.8 | 22.6
CC(C)Sc1nc2c(c(=O)[nH]c(=O)n2C)n1CCCc1ccccc1 | 9.2 | 71.4*

Additional structures.
Structure | EP2 antag | EP2 mod
COC(=O)CCCOc1ccc(Cl)cc1Cl | 11.6 | 13.0
CCN(CC)c1ccc(NC(=O)c2cnn3c2NC(c2ccc(C)cc2)CC3C(F)F)cc1 (centres undefined) | 12.4 | -10.0
COC(=O)CSc1nc2c(c(=O)n(C)c(=O)n2C)n1Cc1ccccc1 | 5.9 | 4.9
O=C(c1cccc(N2CCCCS2(=O)=O)c1)N1CCn2c(nnc2C2CC2)C1 | 5.5 | -29.6
CC(=O)O[C@H]1CC2(C)[C@@H](C[C@@H](O)[C@H]3[C@@]4(C)CC[C@@H](O)[C@@H](C)[C@@H]4CC[C@@]32C)C1=C(CCC=C(C)C)C(=O)O (some centres undefined) | 11.3 | 23.0
Cc1ccc(-[n+]2cc(=O)o[nH]2)cc1 | 4.4 | -9.7
Cc1cc2cc(CN(CCN(C)C)C(=S)Nc3ccc(F)cc3)c(=O)[nH]c2cc1C | 9.7 | -76.4
C=C(C)Cn1c(Cc2ccccc2)nc2ccccc21 | 4.6 | 24.9
CS(=O)(=O)N1CCCc2cc(C(O)CN3CCN(c4ccccc4)CC3)ccc21 (centres undefined) | 5.2 | 8.6
COC(=O)c1sc(NC(=O)c2cccnc2)nc1C | 12.4 | -19.1
CCC(=O)N1CCCc2cc(C(O)CN3CCN(c4ccc(F)cc4)CC3)ccc21 (centres undefined) | 7.5 | -32.4
COc1ccc(CN(CC(=O)NC2CCCC2)C(=O)c2csnn2)cc1 | 10.2 | 7.4
CC(=O)Oc1cc2c(c(C)c1OC(C)=O)CC=C1[C@@]2(C)CC[C@@]2(C)C3C[C@](C)(C(=O)O)CC[C@]3(C)CC[C@]12C (some centres undefined) | 16.9 | 4.0
O=C(CSc1ncccc1-c1nc2ccccc2[nH]1)OC1CCCCC1 | 17.4 | -10.5
CCCNC(=O)C1COc2ccccc2O1 (centres undefined) | 5.6 | -4.2
CCCn1c(SCC(=O)Nc2cccc(Cl)c2)nnc1-c1ccncc1 | 15.1 | -27.8
COCc1nnc(NC(=O)C(C)(C)C)s1 | 17.2 | -12.1
COc1cccc(C(NC(=O)C2CCC(OC)CC2)c2nccn2C)c1OC (centres undefined) | 11.5 | -35.2
COc1ccc(C)cc1N(CC(=O)NC(C)(C)C)C(=O)c1csnn1 | 8.7 | 9.4
Oc1ccc(CNCc2ccccc2)c2cccnc12 | 7.7 | 9.8

Next structures follow.
Structure | EP2 antag | EP2 mod
CC[C@@H](Cn1nc(-c2cccs2)ccc1=O)NC(=O)Cn1cnc2ccccc2c1=O | 13.1 | -2.0
Cc1ccc2cc(CN(CCN3CCOCC3)C(=O)Nc3cccc(Cl)c3)c(=O)[nH]c2c1C | 9.4 | -24.4
O=C(N1CCCC1c1nc(-c2cnccn2)n[nH]1)C1(c2ccccc2)CCCC1 (centres undefined) | 4.5 | -18.5
Cc1ccc2[nH]c(=O)c(CN(C(=O)Nc3ccccc3Cl)C3CCCC3)cc2c1 | 9.7 | -37.1
COc1cc(C(=O)Nc2nnc(-c3ccc4c(c3)OCO4)s2)cc(OC)c1OC | 18.5 | 9.3
CCOc1ccc2[nH]c(=O)c(C(c3nnnn3C3CCCCC3)N3CCc4ccccc4C3)cc2c1 (centres undefined) | 9.0 | 24.3
COc1cc(OC)cc(C2C(C#N)=C(N)SC(N)=C2C#N)c1 | 7.0 | -93.4
Cc1ccsc1CN(CCCN1CCOCC1)Cc1ccccc1 | 5.2 | -10.4
O=C(CCn1c2ccccc2c2ccccc21)N1CCn2cnnc2C1 | 5.1 | -27.4
COc1ccc(CN2CCC(C(=O)NC(C)(C)C)CC2)cc1OC | 13.4 | 6.0
CCC(C)C(=O)Nc1nnc(Cc2ccc(OC)cc2)s1 (centres undefined) | 4.8 | -1.6
COc1ccc(/C=N/c2sc3c(c2C#N)CCC(C)C3)c(OC)c1 (centres undefined) | 8.0 | 0.7
COc1cc(OC)cc(C(=O)N2CCC(C(=O)Nc3ccc(C)c(Cl)c3)CC2)c1 | 9.6 | -79.6
NNC(=O)c1cc(-c2ccc(Cl)cc2)n[nH]1 | 9.3 | -67.5
CCCC(=O)Nc1sc2c(c1C(N)=O)CCCCC2 | 12.5 | -24.9
CCCn1c(=N)c(C(=O)NCc2ccco2)cc2c(=O)n3cc(C)ccc3nc21 | 16.3 | 5.3
Cc1ccc2cc(CN(CC3CCCO3)S(=O)(=O)c3cccc(C(F)(F)F)c3)c(=O)[nH]c2c1C (centres undefined) | 11.1 | 18.4
COc1ccc(Cc2nc3c4cnn(Cc5ccccc5)c4ncn3n2)cc1OC | 7.7 | 20.8
c1ccc2sc(SCN(C3CCCCC3)C3CCCCC3)nc2c1 | 43.4* | 20.9
Cc1oc(-c2ccc(F)cc2)nc1C(=O)Nc1cccc(-n2cnnc2)c1 | 3.4 | -34.2

Continuation.
Structure | EP2 antag | EP2 mod
Cc1nn(CC(=O)NC2(c3ccccc3)CCCC2)c(=O)c2cc3ccsc3n12 | 0.9 | -5.2
Cc1ccc(C)c2[nH]c(=O)c(CN(Cc3ccco3)Cc3nnnn3Cc3ccco3)cc12 | 10.3 | -36.5
O=C(NC1CC1)C1CCN(C(=O)c2ccc(Cl)cc2Cl)CC1 | 8.0 | -15.8
CCN1CCCC1CNC(=O)C(=O)Nc1cccc(C)c1 (centres undefined) | 5.9 | -30.8
C#CCOC(=O)c1ccc(-c2ccc(/C=C3\C(=O)N(c4ccc(S(N)(=O)=O)cc4)N=C3C)o2)cc1 | 9.8 | -45.1
Cc1cc(C)nc(NC(=O)CCCOc2ccccc2)n1 | 8.6 | -12.5
COc1ccc(NCc2nnc(SCc3c(F)cccc3Cl)n2C)cc1 | 6.0 | -35.5
COc1ccccc1CNC(=O)C1CCN(c2nc3ccccc3n2C)CC1 | 7.1 | -24.9
COc1ccc(NC(=O)c2cc(-c3ccccc3)on2)cc1 | 7.1 | 8.6
Cc1cc(Nc2ccc(N=Nc3ccc(O)c4ncccc34)cc2)nc(C)n1 | 45.4* | 17.0
CC(C)(C)NS(=O)(=O)c1ccc(OCC(=O)NCc2ccccn2)cc1 | 6.2 | -24.4
O=C(O)CSC1=NCCCN1 | 1.9 | -12.3
O=C(Cc1ccccc1F)N1CCCC1c1nc(-c2ccncc2)n[nH]1 (centres undefined) | 2.9 | -33.3
Cn1c(=O)c2c(nc(CN3CCCCC3)n2CC(N)=O)n(C)c1=O | 6.3 | 12.8
Cc1cc(C=C2C(=O)NC(=S)NC2=O)c(C)n1-c1cccc(C(=O)O)c1 | 30.1 | -62.6
CCN(CC)C(=O)N1CCN(C(=O)c2ccccc2)CC1 | 10.1 | 4.8
CS(=O)(=O)N1CCN(c2ccc(NC(=O)c3ncoc3-c3ccc(F)cc3)cc2)CC1 | 5.3 | -2.1
Cc1nc(NC(=O)c2cc(Cl)ccc2Cl)sc1C | 9.6 | -8.3
COc1ccc(C(C)(C)C)cc1NC(=O)c1cnn2c1NC(c1ccc(C)cc1)CC2C(F)F (centres undefined) | 7.1 | 13.1
O=C(NC(=S)NNC(=O)c1cc2ccccc2o1)c1ccccc1 | 15.2 | -67.0

Later entries
Structure | EP2 antag | EP2 mod
O=C(O[C@@H]1Cc2c(O)cc(O)cc2O[C@@H]1c1cc(O)c(O)c(O)c1-c1c([C@H]2Oc3cc(O)cc(O)c3C[C@H]2O)cc(O)c(O)c1O)c1cc(O)c(O)c(O)c1 | 14.0 | 6.1
CCc1ccc(OCC(=O)Nc2nnn(CC)n2)cc1 | 11.9 | -4.5
CCCN1C2CCCC1CC(NC(=O)Nc1cc(C)cc(C)c1)C2 (centres undefined) | 12.3 | -84.1
Nc1cc(-c2cccs2)nn(CC(=O)N2CCCCCC2)c1=O | 6.0 | 2.3
CCC(=O)Nc1nnc(SCC(=O)Nc2ccccc2F)s1 | 12.8 | -1.9
O=C(c1n[nH]c(=O)c2ccccc12)N1C2CCC1CC(c1ccc(F)cc1)C2 (centres undefined) | 6.7 | -50.7
CCCn1c(SCC(=O)Nc2ccc(C(C)=O)cc2)nnc1C(C)C | 10.5 | -29.7
COc1cccc(N2CCN(C(=S)Nc3ccccc3)CC2)c1 | 12.1 | -126.4
Cc1ccc2c(c1)N(CC(=O)Nc1ccc(F)cc1)C(=O)CO2 | 11.1 | -42.3
CCC(C(=O)O)c1ccccc1 (centres undefined) | 14.8 | 17.1
CC1C(c2ccc(F)cc2)=NOC1C(=O)NCCCc1ccccn1 (centres undefined) | 11.3 | -3.6
COCCN1C(=O)C(=O)/C(=C(\O)c2cc(C)ccc2C)C1c1cccnc1 (centres undefined) | 7.2 | -7.2
CCn1c(C(C)NC(=O)c2ccccc2)n[nH]c1=S (centres undefined) | 18.9 | -2.1
Cc1cc(C)c2[nH]c(=O)c(CN(CCCO)Cc3nnnn3CC3CCCO3)cc2c1 (centres undefined) | 9.4 | -14.7
N#Cc1cc2ccccc2nc1SCC(=O)NCCc1c[nH]c2ccccc12 | 7.0 | -41.1
CCOC(=O)C1CCN(C(=O)CN(c2cc(C)ccc2OC)S(=O)(=O)c2ccc(C)cc2)CC1 | 12.6 | 7.3
COc1cccc(N(C(=O)Cc2cccs2)C(C(=O)NC2CCCC2)c2ccc(C)o2)c1 (centres undefined) | 6.6 | 43.8
Cc1cccc2cc(C#N)c(=S)[nH]c12 | 6.3 | -17.7
C=C1c2c(Cl)ccc(O)c2C(O)=C2C(=O)[C@]3(O)C(O)=C(C(N)=O)C(=O)[C@@H](N(C)C)[C@@H]3[C@@H](O)[C@H]12 | 6.2 | 31.9
Cn1c(=O)n(C)c2cc(S(=O)(=O)Nc3cccc(C(=O)O)c3)ccc21 | 10.9 | 13.9

Profiles, looked up by structure:
Shown for `CCOC(=O)C1CCN(C(=O)CN(c2cc(C)ccc2OC)S(=O)(=O)c2ccc(C)cc2)CC1` : EP2 antag = 12.6; EP2 mod = 7.3
Shown for `C#CCOC(=O)c1ccc(-c2ccc(/C=C3\C(=O)N(c4ccc(S(N)(=O)=O)cc4)N=C3C)o2)cc1` : EP2 antag = 9.8; EP2 mod = -45.1

Going on with the list:
Structure | EP2 antag | EP2 mod
COc1ccc(S(=O)(=O)N2CCC(C(=O)Nc3nc4ccc(NC(C)=O)cc4s3)CC2)cc1 | 10.1 | -76.4
COC(=O)c1c(NC(=O)C(C)C)sc(C(=O)Nc2ccc(OC)cc2)c1C | 13.2 | 19.0
O=C(NCCN1CCC(O)(c2ccc(F)cc2)CC1)c1c(F)cccc1Cl | 3.7 | -6.2
COc1ccc(CNC(=O)C2CCN(S(=O)(=O)c3ccc(OC)c(OC)c3)CC2)cc1 | 4.8 | -12.1
O=C(O)C1C2C=CC3(CN(c4ccccc4Cl)C(=O)C13)O2 (centres undefined) | 13.6 | 3.4
NC(=O)COc1ccc(Cl)cc1C1C2=C(CCCC2=O)NC2=C1C(=O)CCC2 | 6.6 | 8.1
CCc1ccccc1-n1c(SCC(=O)NC2CCCC2)nnc1-c1ccccn1 | 6.2 | -19.4
Cc1cc(NC(=O)Nc2ccc(Cl)cc2)no1 | 17.1 | -65.5
COCCn1nnnc1C(c1ccc(N(C)C)cc1)N1CCN(C2CCCCC2)CC1 (centres undefined) | 5.9 | -9.4
Cc1cc(C)cc(-c2nnc(SCC(=O)N3c4ccccc4CC3C)o2)c1 (centres undefined) | 15.9 | 25.8
CCOc1cc(NC(=S)NCc2ccco2)c(OCC)cc1NC(=O)c1cccs1 | 4.8 | 34.6

In a second layout: results already given.
canonical_smiles: Cc1cc(C)cc(-c2nnc(SCC(=O)N3c4ccccc4CC3C)o2)c1 (centres undefined)
  EP2 antag = 15.9 | EP2 mod = 25.8
canonical_smiles: COc1ccc(S(=O)(=O)N2CCC(C(=O)Nc3nc4ccc(NC(C)=O)cc4s3)CC2)cc1
  EP2 antag = 10.1 | EP2 mod = -76.4
canonical_smiles: COc1ccc(CNC(=O)C2CCN(S(=O)(=O)c3ccc(OC)c(OC)c3)CC2)cc1
  EP2 antag = 4.8 | EP2 mod = -12.1

Assay outcomes deposited in PubChem BioAssay by Emory University Molecular Libraries Screening Center.
